Compound activity deposited in PubChem BioAssay by National Center for Advancing Translational Sciences (NCATS).
JMJD2A Tudor inh: blocks the human JMJD2A Tudor domain | Potency, µM (highest dose often 114 µM), for the others: top-dose activity change, negative = inhibition, most hits filed as inhibitors | 390,000 compounds, 4.4% hits | O75164 | AID 504339 | AlphaScreen JMJD2A-Tudor / H3K4me3 peptide binding; note: % is set by controls: 0 for no effect and ±100 for the full control effect; nearly all actives have a fitted effect of over 50% in size
TrxR1 inh: inhibitors of rat thioredoxin reductase 1 | Potency, µM (doses to about 114 µM), inactives show at the top dose activity change, negative = inhibition, usual class: inhibitors | recombinant rTrxR1, NADPH fluorescence consumption, selenite substrate | 390,000 compounds, 1% hits | O89049; note: % is set by controls: 0 for no effect and ±100 for the full control effect; nearly all actives have a fitted effect of over 65% in size
Target sequence (O89049 whole entry, looked up): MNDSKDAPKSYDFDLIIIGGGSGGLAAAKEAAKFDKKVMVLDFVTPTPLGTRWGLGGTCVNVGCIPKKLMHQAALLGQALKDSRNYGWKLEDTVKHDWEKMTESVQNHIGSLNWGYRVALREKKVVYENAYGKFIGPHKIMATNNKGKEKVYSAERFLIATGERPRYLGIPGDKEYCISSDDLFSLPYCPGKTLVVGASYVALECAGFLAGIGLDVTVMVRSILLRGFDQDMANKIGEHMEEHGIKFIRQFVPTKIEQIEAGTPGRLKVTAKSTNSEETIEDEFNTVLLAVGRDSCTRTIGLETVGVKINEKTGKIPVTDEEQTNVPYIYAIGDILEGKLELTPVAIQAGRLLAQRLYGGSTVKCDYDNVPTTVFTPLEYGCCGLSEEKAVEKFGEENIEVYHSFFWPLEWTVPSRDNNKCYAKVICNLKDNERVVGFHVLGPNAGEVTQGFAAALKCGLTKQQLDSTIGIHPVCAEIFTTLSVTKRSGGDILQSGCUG
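Rat TrxR1 (90 nM in the dispensed reagent) was pre-reduced with 400 uM NADPH for 5 min at room temperature, then incubated with compound for 15 min. After 400 uM selenite was added, NADPH fluorescence (Ex 340/Em 450 nm) was followed for 8 min.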
ERG-DNA inh: blocks human ERG Ets domain binding to DNA. P11308. fluorescence polarization, His-ERG Ets domain / labelled DNA. Potency, µM (top dose mostly 76.9 µM), for the others: top-dose FP activity, negative = inhibition, usual class: inhibitors. 370,000 compounds, 0.028% hits; active = well fitted inhibition curve with a large enough effect in the polarisation, with a control signal flat; inconclusive = small, poorly fitted or top-dose-only effect, or effect the other way, or a change in a side signal; inactive = no such curve, though single readings can be large or run the other way; the % refers to the polarisation;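 note: polarization taken with two DNA probes labelled with fluorescein and Texas red; % of control where 0% means no effect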
Target sequence (P11308 whole entry, looked up, the tested form may be a part): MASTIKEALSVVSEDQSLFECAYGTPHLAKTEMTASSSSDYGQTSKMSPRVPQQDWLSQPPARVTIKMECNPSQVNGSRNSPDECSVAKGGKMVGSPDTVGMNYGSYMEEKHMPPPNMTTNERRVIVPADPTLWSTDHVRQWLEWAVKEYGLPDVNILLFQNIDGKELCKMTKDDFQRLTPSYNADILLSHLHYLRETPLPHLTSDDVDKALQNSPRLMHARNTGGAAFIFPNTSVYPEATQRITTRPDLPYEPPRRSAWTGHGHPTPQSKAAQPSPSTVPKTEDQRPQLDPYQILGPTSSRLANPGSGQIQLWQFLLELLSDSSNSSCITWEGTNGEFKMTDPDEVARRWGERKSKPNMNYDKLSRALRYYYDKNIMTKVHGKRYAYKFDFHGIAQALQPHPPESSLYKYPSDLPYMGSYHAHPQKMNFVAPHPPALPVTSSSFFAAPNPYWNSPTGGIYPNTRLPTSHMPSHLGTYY
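His-tagged ERG Ets domain (1 uM in the protein solution; 300mM KCl, 50mM Tris-HCl, 1mM EDTA, 1mM DTT, pH 7.5) received compound, then a probe mix of 5 nM fluorescein-DNA and 100nM Texas-615-DNA. Fluorescence polarization was read for both dyes.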
PGK inhibitor: blocks T. brucei phosphoglycerate kinase. 380,000 compounds, 0.043% hits. PGK/GAPDH coupled, Kinase-Glo luminescence, 60 min. AID 602233. P07378. Potency, µM (top dose mostly 57.5 µM), for inactives: at the top dose activity change, negative = inhibition, actives largely listed as inhibitors; note: % is set by controls: 0 for no effect and ±100 for the full control effect; nearly all actives have a fitted effect of over 60% in size
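Luminescent ATP detection (Kinase-Glo Plus) follows a 60-minute room-temperature incubation, with wells lacking PGK as controls. Buffer: 100 mM TEA (pH 7.6), 5 mM MgCl2, 0.01% Tween-20. Coupling enzyme GAPDH (100 nM final) supplies unstable 1,3-BPG in-well.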
Pin1 inhibitor: human Pin1 inhibition | Pin1 FP peptide displacement, HiFluor488, 10 min | Potency, µM (top dose mostly 115 µM), for the others: at the top dose activity, negative = inhibition, usual class: inhibitors | 390,000 compounds, 0.009% hits; active = well fitted inhibition curve with a large enough effect in the polarisation, with a control signal flat, not every such curve was filed as active; inconclusive = small, poorly fitted or top-dose-only effect, or effect the other way, or a change in a side signal; inactive = no such curve, though single readings can be large or run the other way; the % refers to the polarisation; note: % is set by controls: 0 for no effect and ±100 for the full control effect
RGS4 inh: human RGS4 inhibition | AID 504845 | Transcreener GDP fluorescence polarization, RGS4-accelerated GTP hydrolysis | P49798 | 390,000 compounds, 0.039% hits | Potency, µM (highest dose often 114 µM), inactives show at the highest dose activity change, negative = inhibition, hits mostly inhibitors; note: % is set by controls: 0 for no effect and ±100 for the full control effect; nearly all actives have a fitted effect of over 75% in size; some results filed as inactive show a strong effect at the top dose
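MLSMR compounds (23 nl, pin-transferred) preincubated 10 min at room temperature with a 500nM (2x) first reagent, then RGS4 at 900nM (2x) plus Transcreener GDP mix added; fluorescence polarization (620/688 nm) read before and after 90 min at 30 °C.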
12-LOX inh: inhibitors of human 12S-lipoxygenase ALOX12. Potency, µM (doses to about 108 µM), without a hit: top-dose activity change, negative = inhibition, actives largely listed as inhibitors. 580,000 compounds, 1.1% hits. AID 1671190. purified 12hLO, xylenol orange hydroperoxide absorbance. P18054; note: % is set by controls: 0 for no effect and ±100 for the full control effect
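Purified human 12hLO at 150 nM in 25 mM Hepes, 0.01% Triton X-100, pH 7.0, preincubated 15 min at room temperature with compound. Reaction started with 40 uM arachidonic acid, 30 min at room temperature. Hydroperoxide measured by Fe-xylenol orange, 573/405 nm absorbance ratio.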
HP1b binding inh: HP1-beta chromodomain-methylated histone interaction inhibition; Potency, µM (series often up to 114 µM), for the others: at the top dose activity change, negative = inhibition, usual class: inhibitors; AID 540317; AlphaScreen HP1-beta / biotin-H3K9me3 peptide binding; 390,000 compounds, 0.56% hits; note: nearly all actives have a fitted effect of over 70% in size; inactives centre near 23
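AlphaScreen: HP1-beta (50 nM) preformed 30 min with biotin-H3(1-18)K9me3 peptide (50 nM) in PBS pH 7.4, 0.01% Tween-20. Compound added for 30 min at RT, then streptavidin donor/nickel chelate acceptor beads (10 ug/mL) for 30 min.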
GLS inhibitor: glutaminase GLS (human) inhibition. O94925. GLS enzymatic activity, qHTS titration. Potency, µM (top dose mostly 45.5 µM), without a hit: top-dose activity change, negative = inhibition, actives largely listed as inhibitors. 410,000 compounds, 0.21% hits. AID 624170; note: % is set by controls: 0 for no effect and ±100 for the full control effect
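Coupled fluorescence readout: glutamate oxidase/HRP/Amplex Red detect glutamate formed by hKGA from L-glutamine (1 mM solution added). Buffer 45 mM KH2PO4 pH 8.2, 0.02% Tween-20; reads at t0 and 30 min RT.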
Starred values were filed as active, the others as inactive; i = inactive; ? = inconclusive; / = not tested or not shown; & = joins results of further samples; [ ] = dose if it differs, or a comment. Unless noted, calls come from the whole dose curve; as a rule, active = well fitted curve in the direction sought with a large enough effect; inconclusive = small, poorly fitted or top-dose-only effect, or another doubt; inactive = no such curve, though single readings can be large; an effect the other way counts as inactive or inconclusive. Potency is the fitted concentration of half-maximal effect. Some of the compounds tested; count on the stated rates, not on these rows.

Assay codes: A = JMJD2A Tudor inh; B = TrxR1 inh; C = ERG-DNA inh; D = PGK inhibitor; E = Pin1 inhibitor; F = RGS4 inh; G = 12-LOX inh; H = HP1b binding inh; I = GLS inhibitor
COC(=O)C1=C(c2cccc(C#N)c2)C[C@@H]2CC[C@H]1N2C(=O)NCCOc1ccc(OC)cc1
  A = -5%	B = 16%	C = 15%	D = -2%	E = -6%	F = 6%	G = -3%	H = 35%	I = 1%

CC(C)C[C@H]1C(=O)N2CCCC2[C@]2(O)O[C@](NC(=O)[C@@H]3C=C4c5cccc6[nH]cc(c56)CC4N(C)C3)(C(C)C)C(=O)N12 (stereo not given in full)
  A = ?	B = ?	C = -20%	D = -6%	E = ?	F = -39%	G = 13%	H = -1%	I = -16%

O=C(Cc1ccccc1)Oc1ccccc1N1C(=O)CCC1=O
  A = -19%	B = 1%[57.1 µM]	C = 7%	D = i	E = 0%	F = 13%	G = 0%	H = 26%	I = 9%

C=CCC1(Nc2ccccc2)CC(C)N(C)CC1C (stereo not given)
  A = -30%	B = 8%	C = 5%	D = -1%	E = 0%	F = 17%	G = -2%	H = 18%	I = 10%

Cc1ccc(S(=O)(=O)NC(CC(=O)N2CCC3(CC2)OCCO3)c2ccco2)cc1 (stereo not given)
  A = -3%	B = 6%[57.1 µM]	C = -10%	D = -3%	E = -19%	F = 14%	G = 0%	H = 12%	I = 15%

N#CC1c2ccccc2-n2nncc2CN1Cc1cc(Cl)cc(Cl)c1 (stereo not given)
  A = -18%	B = ?	C = 10%	D = 8%	E = ?	F = ?	G = ?	H = 46%[activator]	I = 5%

FC(F)(F)c1ccc(CSc2ccccn2)cc1
  A = 44%[activator]	B = -7%	C = -10%	D = i	E = -1%	F = -10%	G = 10%	H = 112%[activator]	I = -18%

COc1ccc2cc1Oc1ccc(cc1)C[C@H]1c3cc(c(OC)cc3CCN1C)Oc1c(OC)c(OC)cc3c1[C@@H](C2)N(C)CC3
  A = ?	B = -38%	C = 7%	D = -9%	E = 19%	F = -28%	G = 107%[activator]	H = 1%	I = -18%

O=C(CCc1nc(C2=CCN(Cc3cccc(Cl)c3)CC2)no1)Nc1ccccc1F
  A = -34%	B = 16%[57.1 µM]	C = 3%	D = -3%	E = -1%	F = -8%	G = -13%	H = 15%[57 µM]	I = -28%

O=C(CCn1nc(-c2ccc(Cl)cc2)ccc1=O)N1CCC2(CC1)OCCO2
  A = -1%	B = 15%	C = 10%	D = -3%	E = 7%	F = -5%	G = -5%	H = 32%	I = 3%

CCN1CCN(c2cc(N3CCCC3)c([N+](=O)[O-])cc2F)CC1
  A = ?	B = -24%	C = /	D = -19%	E = 3%	F = 9%	G = -26%	H = -29%	I = 14%

c1ccc(C2CC3CC4(CCCC4)N2O3)cc1 (stereo not given)
  A = -6%	B = 23%	C = -10%	D = /	E = 2%	F = 14%	G = -2%	H = 19%	I = -1%

Oc1ccc(Cl)cc1Sc1cc(Cl)ccc1O
  A = ?	B = 1%	C = -2%	D = 7%	E = 3%	F = -2%	G = ?	H = 0%[57 µM]	I = -8%&3%

Cc1ccccc1OP(N)(=O)Oc1ccccc1C
  A = -6%	B = 9%[57.1 µM]	C = 7%	D = -1%	E = -10%	F = 9%	G = -2%	H = 12%	I = -17%

C=C(Cl)CSC(=S)N(CC)CC
  A = 37%[activator]	B = 7%	C = -7%	D = -2%	E = -7%	F = -4%	G = -8%	H = 87%[activator]	I = 0%

Assay codes: A = JMJD2A Tudor inh; B = TrxR1 inh; C = ERG-DNA inh; D = PGK inhibitor; E = Pin1 inhibitor; F = RGS4 inh; G = 12-LOX inh; H = HP1b binding inh; I = GLS inhibitor
Cc1ncc(CN2CCCC(C(=O)c3ccc(C(C)(C)C)cc3)C2)s1 (stereo not given)
  A = -19%	B = 11%	C = 10%	D = -1%	E = 0%	F = -12%	G = -7%	H = 11%	I = -10%

CCOC(=O)CNC(=O)CNC(=O)c1nn(-c2ccc(OC)c(Cl)c2)c(=O)c2ccccc12
  A = -8%	B = -19%	C = 1%	D = -3%	E = -1%	F = 19%[11.4 µM]	G = 0%	H = 44%[activator]	I = 2%

C/C(=N\OC(=O)NC(C)C)c1sc(-c2ccccc2)nc1C
  A = -15%[11.4 µM]	B = 5%[57.1 µM]	C = 9%	D = -1%	E = 10%	F = 0%[11.4 µM]	G = 3%	H = 81%[activator]	I = -12%

CN(C)C(=O)Oc1cccc(OCc2n(C)c3ccccc3[n+]2C)c1
  A = -10%	B = -3%[57.1 µM]	C = -2%	D = -3%	E = -10%	F = 3%	G = -24%	H = 15%	I = 0%

COCCCNC(=O)Cn1cc(/C=C2\C(=O)NC(=O)N(c3ccccc3F)C2=O)c2ccccc21
  A = -11%	B = -5%[57.1 µM]	C = -5%	D = i	E = 10%	F = ?	G = /	H = 34%	I = 5%

CCN(CC)C(=O)c1ccc(NC(=S)NC(=O)CCc2ccccc2)cc1
  A = -25%	B = ?	C = 1%	D = -9%	E = 0%	F = -38%	G = 0%	H = 25%	I = 3%

CC(C)(C)c1cc([N+](=O)[O-])cc(C(C)(C)C)c1O
  A = -21%	B = -14%	C = -6%	D = -5%	E = -5%	F = -13%[11.4 µM]	G = -33%	H = -12%	I = 5%

c1ccc2oc(N3CCNCC3)nc2c1
  A = -7%	B = ?	C = -2%	D = -7%	E = -10%	F = -29%	G = 18%	H = 46%	I = 10%

Cc1[nH]c(=S)c(C#N)c2c1CCCC2
  A = 20µM*	B = ?	C = -4%	D = -3%	E = -18%	F = ?	G = ?	H = 39%[activator]	I = ?

N/C(=N\[N+](=O)[O-])N1CCN(C(=O)Oc2ccccc2)CC1
  A = 0%	B = 5%[57.1 µM]	C = 1%	D = 4%	E = 0%	F = 10%	G = 11%	H = 34%	I = 4%

CN(C)S(=O)(=O)c1cc(C(=O)N2CCC(C(=O)O)(c3ccccc3)CC2)ccc1Cl
  A = 6%	B = 27%[57.1 µM]	C = 12%	D = i	E = -11%	F = -28%	G = -13%	H = 35%[activator]	I = -15%

CC(=O)c1cccc(NC(=O)c2cccn(Cc3cccc(C)c3)c2=O)c1
  A = -2%	B = 18%[57.1 µM]	C = 0%	D = -5%	E = 0%	F = -15%	G = -10%	H = 24%	I = -1%

OC(c1ccccc1)(c1ccc(Cl)cc1)C1CN2CCC1CC2 (stereo not given)
  A = -14%	B = 3%[57.1 µM]	C = -10%	D = -10%	E = -2%	F = 19%	G = -13%	H = 3%	I = 4%

Cc1oc(-c2ccccc2)nc1CN1C(=O)C(C)N=C(c2ccccc2F)c2cc(Cl)ccc21 (stereo not given)
  A = -32%	B = 10%	C = 7%	D = i	E = 3%	F = -1%	G = ?	H = 48%	I = 3%

O=C1NC(=O)C(=Cc2cc([N+](=O)[O-])ccc2N2CCCCC2)C(=O)N1
  A = -20%	B = -3%[57.1 µM]	C = 0%	D = 8%	E = -4%	F = -10%	G = -19%	H = 24%	I = 6%

Assay codes: A = JMJD2A Tudor inh; B = TrxR1 inh; C = ERG-DNA inh; D = PGK inhibitor; E = Pin1 inhibitor; F = RGS4 inh; G = 12-LOX inh; H = HP1b binding inh; I = GLS inhibitor
COc1ccc(C(=O)C23CN4CN(CN(C4)C2)C3)cc1
  A = -21%	B = 12%[57.1 µM]	C = 17%	D = i	E = -2%	F = -13%	G = -7%	H = 23%	I = 2%

c1cc2c(cc1[C@H]1OCC3C1CO[C@@H]3c1ccc3c(c1)OCO3)OCO2 (stereo not given in full)
  A = -9%	B = 10%[57.1 µM]	C = 3%	D = i	E = -2%	F = 14%	G = -2%	H = 61%[activator]	I = 0%

CC(=O)[C@@]1(O)CC[C@H]2[C@@H]3C[C@H](C)C4=CC(=O)CC[C@]4(C)[C@H]3CC[C@@]21C
  A = -7%	B = 0%	C = 2%	D = 8%	E = 0%	F = -7%	G = 2%	H = 28%	I = -2%

COc1c(C)cc(C(=O)C2CCCN(C3CCOCC3)C2)cc1C (stereo not given)
  A = -12%	B = -27%	C = -9%	D = -2%	E = 2%	F = -8%	G = 34%[activator]	H = 53%[activator]	I = -15%

OC(C#CCN1CCOCC1)(c1ccccc1)C1CCCC1 (stereo not given)
  A = -14%	B = 13%	C = 9%	D = 0%	E = 0%	F = -28%	G = -18%	H = 21%	I = -2%

O=C(C1CC(=O)N(C2CCCCC2)C1)N1CCC2(CC1)OCCO2 (stereo not given)
  A = -2%	B = 8%	C = -4%	D = i	E = -1%	F = -24%	G = -3%	H = 32%	I = -2%

CNC(=O)OCCc1nccn1C
  A = -19%	B = -12%	C = 15%	D = -4%	E = 0%	F = 19%	G = -26%	H = 13%	I = 4%

COc1ccc(C(=O)C2CN(C)CC2c2ccc(Cl)cc2)cc1 (stereo not given)
  A = -17%	B = 3%	C = 6%	D = i	E = 1%	F = 8%	G = ?	H = 32%	I = 5%

CCN1CCN(c2cc(=O)n3ccccc3n2)CC1
  A = 2%	B = 31%[57.1 µM]	C = 8%	D = i	E = -1%	F = -12%	G = -9%	H = 43%[activator]	I = -12%

C=CC[N+]1(C)CC[C@]23c4c5ccc(O)c4O[C@H]2C(=O)CC[C@@]3(O)[C@H]1C5 (stereo not given in full)
  A = ?	B = 6%	C = -6%	D = -4%	E = -1%	F = -13%	G = ?	H = ?	I = 44%[activator]
